# GAA glycogen: qHTS Assay for Inhibitors and Activators of Human alpha-Glucosidase Cleavage of Glycogen | Lysosomal alpha-glucosidase (Homo sapiens), P10253 | actives 0.38% (n = 300,000) | Potency, µM (titrated, usually from 76.4 µM), for the others: at the highest dose activity change, negative = inhibition, actives largely listed as inhibitors | AID 2100, 2009 | recombinant GAA, glycogen substrate, Amplex Red glucose oxidase fluorescence;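 note: 0% = full enzyme reaction and -100% = no-enzyme basal signal; the screen sought inhibitors and activators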
#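 qHTS, 1536-well; enzyme 4 nM final; cpd up to 77 uM; substrate bovine liver glycogen 30 ug; 50 mM citrate/phosphate pH 5.0, 0.01% Tween-20; 37 C, 40 min; Amplex Red detection 45 min RT; Hill fit → AC50.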
# aGlu spleen mod: qHTS Assay for Inhibitors and Activators of Human alpha-Glucosidase From Spleen Homogenate. Lysosomal alpha-glucosidase (Homo sapiens), P10253. human spleen homogenate, 4-MU-alpha-glucoside fluorescence. Potency, µM (titrated, usually from 79.9 µM), for the others: at the highest dose activity change, negative = inhibition, actives largely listed as inhibitors. actives 0.006% (n = 240,000);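 note: 0% = enzyme with vehicle and -100% = no enzyme basal signal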
#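 Human spleen homogenate (1 ug) with 4-methylumbelliferyl-alpha-D-glucopyranoside (1 mM final) in 50 mM citrate/phosphate pH 5.0, 0.01% Tween-20; 40 min at 37 C. Stopped at pH 10; 4-MU fluorescence Ex 365/Em 440 nm; AC50 by Hill fit.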
# SMN2 splice up: qHTS Assay for Enhancers of SMN2 Splice Variant Expression. HEK293 SMN2-luciferase splicing reporter, luminescence, 30-36 h. Potency, µM (highest dose often 46.1 µM), for inactives: at the highest dose activity change, positive = activation, usual class: activators. actives 2.8% (n = 210,000); note: % of control where 0% means no effect; nearly all actives have a fitted effect of over 55% in size
#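 HEK293 cells carry an SMN2 minigene-luciferase reporter in which exon 7 inclusion puts luciferase in frame. Cells were seeded at 2000 cells/well, attached for 10-12 hours, then exposed to compounds for 30-36 hours at 37C before ONE-Glo luminescence.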
# RGS12 GoLoco inh: qHTS Assay for Inhibitors of RGS12 GoLoco Motif Activity (Red Fluorophore); AID 880, 2007; Guanine nucleotide-binding protein G(i) subunit alpha-1 (Homo sapiens), P63096; Gai1:RGS12 GoLoco peptide FP, rhodamine, 10 min; actives 0.44% (n = 230,000); Potency, µM (top dose mostly 61.6 µM), inactives show at the highest dose activity, negative = inhibition, actives largely listed as inhibitors; active = well fitted inhibition curve with a large enough effect, not every such curve was filed as active; inactive = no such curve, though single readings can be large or run the other way; note: % is set by controls: 0 for no effect and ±100 for the full control effect; nearly all actives have a fitted effect of over 30% in size; many of its hits are not listed in these tables
# Target sequence (P63096 whole entry, looked up): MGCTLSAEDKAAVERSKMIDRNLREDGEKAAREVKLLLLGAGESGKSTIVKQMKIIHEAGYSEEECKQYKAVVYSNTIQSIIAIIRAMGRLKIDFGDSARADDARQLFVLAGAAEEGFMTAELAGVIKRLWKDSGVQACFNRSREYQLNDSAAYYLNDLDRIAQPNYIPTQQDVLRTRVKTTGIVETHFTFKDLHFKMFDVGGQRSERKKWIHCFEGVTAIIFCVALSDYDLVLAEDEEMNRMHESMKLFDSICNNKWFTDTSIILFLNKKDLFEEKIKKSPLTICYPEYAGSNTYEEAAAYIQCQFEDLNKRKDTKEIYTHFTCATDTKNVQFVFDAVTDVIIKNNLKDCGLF
# KDM4E inh: qHTS Assay for Inhibitors of Human Jumonji Domain Containing 2E (JMJD2E); Lysine-specific demethylase 4E (Homo sapiens), B2RXH2; JMJD2E catalytic domain, FDH-coupled NADH fluorescence (FDH is formaldehyde dehydrogenase); Potency, µM (doses to about 57.1 µM), without a hit: at the highest dose activity change, negative = inhibition, actives largely listed as inhibitors; actives 1.6% (n = 230,000); AID 2147, 2009; active = well fitted inhibition curve with a large enough effect, not every such curve was filed as active; inconclusive = small, poorly fitted or top-dose-only effect, or another doubt; inactive = no such curve, though single readings can be large or run the other way;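 note: 0% = wells with enzyme and -100% = buffer wells without enzyme; nearly all actives have a fitted effect of over 50% in size; many of its hits are not listed in these tables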
# Target sequence (B2RXH2 1-337 limits assumed): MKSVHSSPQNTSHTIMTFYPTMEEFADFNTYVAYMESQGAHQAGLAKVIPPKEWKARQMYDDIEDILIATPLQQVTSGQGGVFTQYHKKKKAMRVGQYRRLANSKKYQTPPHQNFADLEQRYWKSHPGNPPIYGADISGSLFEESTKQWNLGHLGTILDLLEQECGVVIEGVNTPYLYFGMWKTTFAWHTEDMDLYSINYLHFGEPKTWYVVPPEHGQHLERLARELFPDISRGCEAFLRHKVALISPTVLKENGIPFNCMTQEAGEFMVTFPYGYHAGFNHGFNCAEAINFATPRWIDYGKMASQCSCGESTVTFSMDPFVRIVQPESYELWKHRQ
# GAA inhib: qHTS Assay for Inhibitors of Human alpha-Glucosidase as a Potential Chaperone Treatment of Pompe Disease; Lysosomal alpha-glucosidase (Homo sapiens), P10253; purified human GAA, 4-MU-alpha-glucoside fluorescence; Potency, µM (top dose mostly 76.9 µM), for the others: at the highest dose activity change, negative = inhibition, actives largely listed as inhibitors; actives 0.005% (n = 200,000); AID 1466, 2008;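 note: plate controls were uninhibited enzyme wells for no effect and no-enzyme background for full effect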
#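 Fluorescence at Ex 365/Em 440 nm from 4-methylumbelliferone reported enzyme activity after 20 min at room temperature. Reactions used 4 nM enzyme and 400 uM substrate at pH 5.0; curves fitted with the Hill equation.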
# ALDH1A1 block: qHTS Assay for Inhibitors of Aldehyde Dehydrogenase 1 (ALDH1A1); Potency, µM (series often up to 75.3 µM), without a hit: at the highest dose activity, negative = inhibition, hits mostly inhibitors; Purified ALDH1A1, NADH fluorescence, propionaldehyde substrate; AID 1030, 2008; Aldehyde dehydrogenase 1A1 (Homo sapiens), P00352; actives 7.3% (n = 220,000); active = well fitted inhibition curve with a large enough effect, not every such curve was filed as active; inconclusive = small, poorly fitted or top-dose-only effect, or another doubt; inactive = no such curve, though single readings can be large or run the other way;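 note: plate controls were no enzyme wells and a reference inhibitor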
# aGal spleen mod: qHTS Assay for Inhibitors and Activators of Human alpha-Galactosidase From Spleen Homogenate; human spleen homogenate, 4MU-alpha-Gal fluorescence, 40 min; AID 2107, 2009; actives 0.008% (n = 240,000); Potency, µM (top dose mostly 80 µM), for inactives: at the top dose activity change, negative = inhibition, hits mostly inhibitors; Alpha-galactosidase A (Homo sapiens), P06280;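 note: 0% = enzyme with vehicle and -100% = no enzyme basal signal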
# Target sequence (P06280 32-429 limits assumed): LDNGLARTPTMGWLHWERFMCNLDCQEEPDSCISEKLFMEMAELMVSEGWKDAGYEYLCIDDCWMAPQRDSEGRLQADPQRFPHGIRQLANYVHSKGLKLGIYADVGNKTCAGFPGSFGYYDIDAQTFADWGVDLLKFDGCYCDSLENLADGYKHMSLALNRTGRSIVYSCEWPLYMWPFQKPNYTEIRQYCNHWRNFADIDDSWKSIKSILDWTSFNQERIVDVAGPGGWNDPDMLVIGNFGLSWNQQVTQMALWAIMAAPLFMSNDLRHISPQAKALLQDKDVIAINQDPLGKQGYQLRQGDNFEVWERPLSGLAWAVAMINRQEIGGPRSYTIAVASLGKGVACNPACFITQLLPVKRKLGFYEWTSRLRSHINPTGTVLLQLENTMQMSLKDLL
#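 qHTS titration in buffer at pH 5.0. Alpha-galactosidase activity in spleen homogenate was measured via 4-methylumbelliferone release from 1 mM fluorogenic substrate after 40 min at 37C and a pH 10 stop. AC50 came from Hill fits of control-normalized data.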
# An asterisk follows results filed as active; ? = inconclusive; . = no result given; & = joins results of further samples; [ ] = remark or other dose. Unless noted, calls come from the whole dose curve; as a rule, active = well fitted curve in the direction sought with a large enough effect; inconclusive = small, poorly fitted or top-dose-only effect, or another doubt; inactive = no such curve, though single readings can be large; an effect the other way counts as inactive or inconclusive. Potency is the fitted concentration of half-maximal effect.
SMILES,GAA glycogen,aGlu spleen mod,SMN2 splice up,RGS12 GoLoco inh,KDM4E inh,GAA inhib,ALDH1A1 block,aGal spleen mod
Cc1cc(/C=N/NC(=O)c2ccccc2F)c(C)n1-c1ccccc1,-3%,-2%,13µM*,-1%,0%,?,?,-1%
O=C(CNC(=O)c1ccccc1F)OCC(=O)N1CCCCC1,16%,-2%,0%,5%,1%,1%,9%,3%
CC(=O)Nc1ccc2c(c1)C(=O)N(c1ccc(C)cc1)C2=O,1%,2%,-12%,105%[activator],6%,0%,?,9%
CN(C)c1nc(NCc2ccccc2)nc(SCC(=O)Nc2ccccc2Cl)n1,4%,-3%,-34%[inhibitor],-18%,-2%,-3%,2%,-13%
CC(NC(=O)Nc1cccc([N+](=O)[O-])c1)(C(F)(F)F)C(F)(F)F,-17%,7%,-8%,-4%,-1%,-3%,-5%,8%
COc1ccc(C(=O)COC(=O)CNS(=O)(=O)c2ccc(C)cc2)cc1,-5%,-3%,-6%,5%,3%,-2%,-10%,4%
COc1ccccc1-c1nc2n(n1)C(c1ccc(Cl)cc1)C(C(N)=O)=C(C)N2 (stereo not given),-22%,-1%,6%,-9%,?,0%,-2%,3%
Cc1ccc(NC(=O)C(=O)NN=C2CCCC2)cc1C,-17%,-10%,.,19%,116%[activator],8%,2%,-3%
Cc1ccc(CNC(=O)c2cc3c(=O)n4cccc(C)c4nc3n(CC3CCCO3)c2=N)cc1 (stereo not given),8%,8%,-15%,29%,?,7%,?,29%
CS(=O)(=O)CCC(C(=O)N1CCOCC1)N1C(=O)c2cc(Cl)c(Cl)cc2C1=O (stereo not given),4%,0%,-6%,2%,2%,-1%,2%,5%
COC/C=C/C1=CC2=CC(=O)C(C)(OC(=O)c3ccco3)C(=O)C2=CO1 (stereo not given),-4%,1%&-11%,-3%,27%&68%,?,.,?,14%&-4%
CCCc1cc(N2CCCC(C(=O)Nc3c(OC)cccc3OC)C2)n2ncnc2n1 (stereo not given),10%,-4%,-8%,13%,-6%,-13%,4%,-9%
N#CCC(=O)N1CCN(C=O)CC1,6%,.,-1%,1%,5%,7%,2%,5%
COc1ccc(-c2cc(=O)c3ccc(O)cc3o2)cc1,.,-6%&1%,.,-3%,3%,.,-2%,-10%&1%
O=C(NN(CC(O)COc1ccccc1)CC(O)COc1ccccc1)c1ccccc1 (stereo not given),-3%,-8%,.,2%,-6%,.,.,-5%
Cc1ccc(NC(=O)CSc2ncnc3ccccc23)cc1S(=O)(=O)N1CCCCC1,0%,-10%,-29%,12%,-5%,?,-1%,1%
COc1ccc(/C=C/C(=O)NNc2c(F)c(F)cc(F)c2F)cc1OC,?,-8%,3%,-5%,-13%,-1%,?,0%
COc1ccc(CNc2ccnc(-c3ccccc3Cl)n2)c(OC)c1,.,-10%,.,9%,.,.,?,?
COc1cccc(C(c2sc3nc(C)nn3c2O)N2CCc3ccccc3C2)c1 (stereo not given),-1%,-1%,25%,-3%,7%,?,?,-3%
Clc1ccccc1-c1cc(NCc2cccnc2)ncn1,.,-3%,4%,0%,-3%,.,-4%,-4%
O=c1n(-c2ccccc2)c(=O)n2n1CCCC2,-4%,-2%,-3%,7%,0%,-1%,-4%,-3%
CCCCN1C(=O)C(=O)NC[C@@H]1C(C)CC (stereo not given in full),7%,-1%,.,0%,1%,.,.,0%
c1ccc2c(CSc3ncnc4nc[nH]c34)cccc2c1,-3%,-1%,.,0%,18%,12%,-2%,2%
N/N=C1\CCCc2c1[nH]c1ccc([N+](=O)[O-])cc21,2%,8%,.,3%,-10%,.,.,-1%
Fc1ccc2nc(C3CCCCN3Cc3nc(CC4CC4)no3)[nH]c2c1 (stereo not given),4%,-10%,.,57%[activator],-2%,2%,?,-7%
c1ccc(C(c2ccccc2)c2noc(CN3CCN(CC4CC4)CC3)n2)cc1,-8%,5%,.,16%,-8%,-7%,-11%,-5%
CCN(CC)C(=O)CSc1nnc(-c2cc3ccccc3cc2O)n1CC,6%,-2%,-20%,-28%,-11%,-5%,?,-1%
CCOc1ccc(OCc2ccc(C(=O)NCC3CCCO3)o2)cc1 (stereo not given),-1%,0%,?,-1%,1%,-1%,-12%,3%
COC(=O)c1ccc(CSc2nc3ccccc3c(=O)n2-c2ccccc2)o1,-7%,-1%,0%,8%,-8%,-7%,25µM*,2%
Cc1cccc(/C=N/NC(=O)c2cc(-c3cccnc3)nc3ccccc23)c1,-2%,0%,15%,12%,-1%,4%,-3%,1%
O=C(CN1CCCCC1)N/N=C/c1cc2ccccc2nc1Cl,1%,-20%,-4%,5%,-4%,-4%,-11%,-6%
CCc1ccc(NC(=O)CN2CCc3ccccc3C2)cc1,-9%,-6%,-16%,-20%,5%,6%,-2%,-5%
COc1ccc(CCNC(=O)CSc2nnc3ccc(-c4cccnc4)nn23)cc1OC,3%,.,2%,2%,-8%,-1%,-4%,7%
COc1ccccc1N(Cc1ccccc1)S(=O)(=O)c1cccc(C(=O)Nc2ccc(C(C)=O)cc2)c1,-6%,-3%,6%,20%,?,-6%,-10%,3%
CCC(=O)NC(=S)Nc1ccc(NC(=O)COc2ccc(Cl)cc2Cl)cc1,-3%,-10%,-24%,8%,9%,7%,4%,-3%
C=CCC1(C#N)C(SC)=NC2=C(C(=O)CC(C)(C)C2)C1c1ccc(Br)cc1 (stereo not given),-11%,-1%,-31%[inhibitor],4%,0%,-1%,-1%,1%
CCCCCCCCCCOC(=O)C[N+](C)(C)CC1CCCCC1O (stereo not given),-8%,-6%,-7%,5%,-4%,6%,4%,-7%
CCCc1nc(SCC(=O)Nc2ccccc2)c2c(=O)n(C)c(=O)n(C)c2n1,-3%,13%,10%,12%,-4%,2%,-2%,9%
Cc1ccccc1C(=O)Oc1ccc(-c2csnn2)cc1,-3%,2%,.,0%,-6%,-4%,4%,3%
Cc1ccc(Cl)cc1N1CCN(CC(O)COC(C)C)CC1 (stereo not given),-3%,-7%,.,5%,9%,.,.,-3%
CC1(C(=O)O)CCC(C(=O)Nc2ccc(S(N)(=O)=O)cc2)C1(C)C (stereo not given),-3%,3%,-6%,2%,-1%,-3%,5%,6%
COC(=O)CSc1nc(C2CC2)cc(C(F)(F)F)c1C#N,-2%,-2%,-21%,4%,-19%,-8%,-2%,3%
COc1ccc(-c2nc(N)n[nH]2)cc1OC,-15%,-6%,20%,4%,?,-3%,-10%,1%
CC(C)=CCC/C(C)=C/CC/C(C)=C/CC/C(C)=C/CO,.,3%&6%,-8%&-17%,4%&1%,-20%,.,-20%&-5%,-3%&5%
Cc1cc(N/N=C/c2cccc(Br)c2)nc2ccccc12,-7%,-1%,13µM*,3%,-24%,-8%,-10%,-1%
COC(=O)c1nc(NC(=O)c2ccc(Br)cc2)n[nH]1,-1%,-13%,-15%,2%,0%,2%,-2%,0%
COc1ccccc1N1CCN(C(=O)c2ccc(C(C)(C)C)cc2)CC1,-5%,-16%,?,4%,4%,-3%,-7%,6%
Cc1ccc(S(=O)(=O)N2CCOCC2)cc1C(=O)NCc1cccs1,-14%,-5%,-12%,12%,-4%,2%,3%,2%
O=C(c1ccc2c(c1)C(=O)N(CCCO)C2=O)c1ccc2c(c1)C(=O)N(CCCO)C2=O,6%,0%,9%,8%,11%,0%,?,17%
COc1ccc(C2/C=C\CN(S(=O)(=O)/C=C/c3ccccc3)[C@H](Cc3ccccc3)C(=O)N2Cc2ccc(F)cc2)cc1 (stereo not given in full),-2%,-14%,.,30%,-12%,.,.,-16%

# Carrying on:
SMILES,GAA glycogen,aGlu spleen mod,SMN2 splice up,RGS12 GoLoco inh,KDM4E inh,GAA inhib,ALDH1A1 block,aGal spleen mod
O=C(N1CCCCC1)C12CC3CC(C1)CC(C(=O)N1CCCCC1)(C3)C2,7%,-3%,?,-9%,10%,-9%,-3%,4%
CCN(CC)CCOC(=O)c1ccc([N+](=O)[O-])cc1,16%,-1%,.,-6%,-24%,.,.,10%
CCCCC(=O)NC(Nc1nc(C2CC2)cs1)(C(=O)OCC)C(F)(F)F (stereo not given),-12%,-4%,-9%,1%,1%,-3%,3%,7%
CC(C)(C)N1CC(C(=O)O)CC1=O (stereo not given),-9%,0%,.,-4%,-7%,-9%,-5%,1%
O=C(NCC1CCCO1)c1ccc2c(=O)n(Cc3ccco3)c(SCC(=O)N3CCCC3)nc2c1 (stereo not given),16%,-5%,-6%,5%,-1%,0%,?,2%
COc1ccccc1N1CCN(C(c2cccs2)C(C)NC(=O)c2cccnc2)CC1 (stereo not given),3%,-7%,-24%,-2%,-9%,-1%,12%,7%
C/C(=N\NC(=O)C(N)=O)c1cccc(C(F)(F)F)c1,9%,6%,1%,3%,12%,4%,-4%,4%

# Given as tab-separated lines: four of the compounds above.
SMILES	GAA glycogen	aGlu spleen mod	SMN2 splice up	RGS12 GoLoco inh	KDM4E inh	GAA inhib	ALDH1A1 block	aGal spleen mod
CCN(CC)CCOC(=O)c1ccc([N+](=O)[O-])cc1	16%	-1%	.	-6%	-24%	.	.	10%
CCCCC(=O)NC(Nc1nc(C2CC2)cs1)(C(=O)OCC)C(F)(F)F (stereo not given)	-12%	-4%	-9%	1%	1%	-3%	3%	7%
CC(C)(C)N1CC(C(=O)O)CC1=O (stereo not given)	-9%	0%	.	-4%	-7%	-9%	-5%	1%
O=C(NCC1CCCO1)c1ccc2c(=O)n(Cc3ccco3)c(SCC(=O)N3CCCC3)nc2c1 (stereo not given)	16%	-5%	-6%	5%	-1%	0%	?	2%

# High-throughput results from PubChem BioAssay.

# A portion of the library (hit frequency here may not be typical).
